GAA glycogen – GAA glycogen-cleavage inhibition or activation. recombinant GAA, glycogen substrate, Amplex Red glucose oxidase fluorescence. P10253. Potency, µM (top dose mostly 76.4 µM), inactives show at the highest dose activity change, negative = inhibition, usual class: inhibitors. AID 2100. 300,000 tested, 0.38% active;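 note: 0% = full enzyme reaction and -100% = no-enzyme basal signal; the screen sought inhibitors and activators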
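Natural-substrate format: glycogen cleavage by 4 nM human enzyme, glucose read by Amplex Red coupling (Ex 573, Em 610 nm). Normalized to enzyme and no-enzyme controls.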
aGal spleen mod – inhibitors or activators of human alpha-galactosidase in spleen homogenate; P06280; human spleen homogenate, 4MU-alpha-Gal fluorescence, 40 min; Potency, µM (titrated, usually from 80 µM), for the others: at the top dose activity change, negative = inhibition, actives largely listed as inhibitors; 240,000 tested, 0.008% active; AID 2107;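 note: 0% = enzyme with vehicle and -100% = no enzyme basal signal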
Target sequence (P06280 32-429 limits assumed): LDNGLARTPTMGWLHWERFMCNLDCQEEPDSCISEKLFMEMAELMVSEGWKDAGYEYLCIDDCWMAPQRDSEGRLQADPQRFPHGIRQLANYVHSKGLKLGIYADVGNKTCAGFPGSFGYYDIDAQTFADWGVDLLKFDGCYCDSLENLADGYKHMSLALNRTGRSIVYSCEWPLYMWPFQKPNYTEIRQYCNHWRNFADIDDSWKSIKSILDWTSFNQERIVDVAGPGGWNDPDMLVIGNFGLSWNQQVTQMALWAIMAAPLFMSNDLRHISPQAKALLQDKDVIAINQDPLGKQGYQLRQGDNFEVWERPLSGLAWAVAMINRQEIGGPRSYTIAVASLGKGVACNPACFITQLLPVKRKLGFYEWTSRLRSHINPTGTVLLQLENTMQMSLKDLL
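Inhibition or activation of alpha-galactosidase in human spleen homogenate is scored by 4-MU fluorescence after 40 min at 37C, pH 5.0, with 1 mM substrate. AC50s come from concentration-response fitted to the Hill equation.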
Tau fluor cs – counter-screen for tau fibril formation inhibitors; tau K18 P301L Alexa594 fluorescence, heparin fibrillization; Potency, µM (doses to about 57.7 µM), inactives show at the top dose activity change, negative = decrease; 280,000 tested, 0.93% active; AID 1463; note: % is set by controls: 0 for no effect and ±100 for the full control effect; nearly all actives have a fitted effect of over 55% in size
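Human tau K18 P301L (15 uM unlabeled, 0.24 uM Alexa 594-labeled) in 100 mM sodium acetate pH 7 with 20 uM heparin, 6 hr at 37 C. ThT 30 uM added, 1 hr ambient; Alexa 594 FP and total fluorescence read at 555/632 nm.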
ALDH1A1 inh – blocks purified human ALDH1A1 activity; Potency, µM (doses to about 75.3 µM), for inactives: at the top dose activity, negative = inhibition, hits mostly inhibitors; AID 1030; Purified ALDH1A1, NADH fluorescence, propionaldehyde substrate; 220,000 tested, 7.3% active; active = well fitted inhibition curve with a large enough effect, not every such curve was filed as active; inconclusive = small, poorly fitted or top-dose-only effect, or another doubt; inactive = no such curve, though single readings can be large or run the other way;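 note: plate controls were no enzyme wells and a reference inhibitor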
Target sequence (P00352 whole entry, looked up): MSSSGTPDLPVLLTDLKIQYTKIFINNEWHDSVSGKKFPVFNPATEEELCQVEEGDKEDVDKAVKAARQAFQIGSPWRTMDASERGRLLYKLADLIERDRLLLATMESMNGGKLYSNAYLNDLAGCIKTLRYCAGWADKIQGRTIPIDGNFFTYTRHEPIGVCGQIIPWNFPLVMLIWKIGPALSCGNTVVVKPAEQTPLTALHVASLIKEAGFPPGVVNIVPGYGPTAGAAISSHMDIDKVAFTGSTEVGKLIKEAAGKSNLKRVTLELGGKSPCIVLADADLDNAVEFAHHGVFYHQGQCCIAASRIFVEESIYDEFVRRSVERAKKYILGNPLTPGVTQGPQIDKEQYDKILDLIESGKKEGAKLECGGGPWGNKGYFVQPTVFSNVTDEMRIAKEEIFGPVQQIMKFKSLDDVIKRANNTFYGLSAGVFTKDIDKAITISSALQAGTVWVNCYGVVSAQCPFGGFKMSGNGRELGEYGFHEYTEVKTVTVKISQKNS
Epigenetic derep – epigenetic control regulation, reporter derepression | murine LDR cells, GFP reporter derepression, 30 h | Potency, µM (series often up to 53.9 µM), for the others: top-dose GFP activation, hits mostly activators | 280,000 tested, 0.2% active; note: % of control where 0% means no effect; nearly all actives have a fitted effect of over 60% in size
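In this reporter-derepression format, murine cells bearing a silenced integrated CMV-GFP locus incubate with test compound (30 h, 37 C), then are washed and imaged; fluorescent objects of 20–120 um count as induced cells.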
NPSR antagonist – blocks cAMP signaling of the human neuropeptide S receptor; Potency, µM (highest dose often 38.3 µM), inactives show top-dose activity change, negative = inhibition, actives largely listed as inhibitors; 220,000 tested, 1% active; AID 1461; CHO-NPSR cells, cAMP TR-FRET, antagonist mode; Q6W5P4; note: % is set by controls: 0 for no effect and ±100 for the full control effect; nearly all actives have a fitted effect of over 50% in size; many of its hits are not listed in these tables
GAA inh – inhibitors of human lysosomal alpha-glucosidase; purified human GAA, 4-MU-alpha-glucoside fluorescence; Potency, µM (series often up to 76.9 µM), for inactives: at the top dose activity change, negative = inhibition, actives largely listed as inhibitors; 200,000 tested, 0.005% active; P10253;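 note: plate controls were uninhibited enzyme wells for no effect and no-enzyme background for full effect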
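Compounds are titrated up to 77 uM against 4 nM human enzyme. Substrate 4-methylumbelliferyl-alpha-D-pyranoside (400 uM) reacts 20 min at room temperature in pH 5.0 buffer; liberated 4-methylumbelliferone is read at 440 nm.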
GAA spleen mod – inhibits or activates alpha-glucosidase in human spleen homogenate; AID 2112; P10253; human spleen homogenate, 4-MU-alpha-glucoside fluorescence; 240,000 tested, 0.006% active; Potency, µM (titrated, usually from 79.9 µM), inactives show at the highest dose activity change, negative = inhibition, hits mostly inhibitors;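 note: 0% = enzyme with vehicle and -100% = no enzyme basal signal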
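Human spleen homogenate (1 ug) with 4-methylumbelliferyl-alpha-D-glucopyranoside (1 mM final) in 50 mM citrate/phosphate pH 5.0, 0.01% Tween-20; 40 min at 37 C. Stopped at pH 10; 4-MU fluorescence Ex 365/Em 440 nm; AC50 by Hill fit.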
* hit, by the source's call; ? = inconclusive; . = no result given; [ ] = another dose, or the depositor's remark. Unless noted, calls come from the whole dose curve; as a rule, active = well fitted curve in the direction sought with a large enough effect; inconclusive = small, poorly fitted or top-dose-only effect, or another doubt; inactive = no such curve, though single readings can be large; an effect the other way counts as inactive or inconclusive. Potency is the fitted concentration of half-maximal effect. A portion of the library; the hit share may differ from the screen's.

1) Cc1cc(N2C(=O)C(O)=C(C(=O)c3cccs3)C2c2cccc(Br)c2)no1 (stereo unspecified)
2) CCOc1ccccc1N1CCN(C(=O)c2cc[n+]([O-])cc2)CC1
3) COC(=O)c1[nH]c2cccc(OC)c2c1NC(=O)CCN1CCC(C)CC1
4) CCSc1nnc2c(n1)[nH]c1c(C)cccc12
5) N#Cc1ccccc1NC(=O)CNc1ccccc1N1CCCCC1
6) CCOC(=O)N/N=C1/C[C@@H](O)[C@@H](O)[C@@H]2[C@H]3C(=O)N(c4ccc(F)cc4F)C(=O)[C@@H]3CC[C@@H]12
7) CCOc1ccc(NC(=O)c2ccc(F)c(S(=O)(=O)N3CCN(c4ccccn4)CC3)c2)cc1
8) COCCN(C(=O)CSc1nnc(C)n1-c1ccccc1)c1c(N)n(Cc2ccccc2)c(=O)[nH]c1=O
screen / no.	1	2	3	4	5	6	7	8
GAA glycogen	-6.9%	2.6%	6.6%	-21.3%	-11.5%	.	-4.3%	-4.8%
GAA spleen mod	-3.0%	-3.1%	-3.4%	-1.9%	2.2%	-1.6%[17.4 µM]	-3.1%	-8.6%
Epigenetic derep	-0.3%	-1.4%	1.9%	0.6%	-3.0%	0.8%[10.1 µM]	7.5%	2.3%
ALDH1A1 inh	.	6.4%	?	-15.8%	31.6µM*	3.7%[13.5 µM]	7.2%	0.7%
GAA inh	.	-5.1%	-0.8%	1.0%	-7.2%	.	-4.6%	14.2%
aGal spleen mod	1.1%	-15.9%	0.6%	4.8%	7.2%	2.9%[17.5 µM]	-1.5%	5.4%
NPSR antagonist	39.8%[7.67 µM]	-11.0%[46.1 µM]	-21.0%[46.1 µM]	-7.7%[46.1 µM]	-22.9%[46.1 µM]	.	-24.9%[46.1 µM]	15.0%
Tau fluor cs	-13.0%	-0.4%	7.0%	-0.2%	?	-7.2%[11.6 µM]	?	11.3%

9) O=c1c2cc(NC(=S)NCCN3CCCCCC3)ccc2nc2n1CCCCC2
10) CC1(NC(=S)Nc2ccc3ccccc3c2)CCS(=O)(=O)C1 (stereo unspecified)
11) C=CCOc1ccc(CNC(C)(C)C)cc1OC
12) COc1ccc(NC(=O)c2nnn(Cc3ccc(SC)cc3)c2N)c(OC)c1
13) Cc1cccc(-c2cc(N)n(-c3ccccc3)n2)c1
14) Cc1ccccc1S(=O)(=O)c1c(C)cc(C)n(C(C)C)c1=O
15) COc1cccc(/C=C/C(=O)NNC(=O)CCN2CCN(Cc3ccccc3)CC2)c1
16) CC(C)(C)c1ccc(/C=C/C(=O)N2CCCCC2)cc1
screen / no.	9	10	11	12	13	14	15	16
GAA glycogen	-7.8%	-8.3%	13.8%	-8.9%	-14.3%	-5.2%	2.0%	-0.7%
GAA spleen mod	-18.6%	-7.2%	-4.8%	2.1%	.	-5.9%	-1.5%	8.3%
Epigenetic derep	3.2%	0.1%	0.0%	1.0%	2.2%	-1.1%	0.9%	-1.0%
ALDH1A1 inh	20µM*	.	-1.5%	?	20.0%	-11.4%	.	?
GAA inh	4.7%	.	-3.6%	-27.9%	-0.9%	-3.1%	.	8.3%
aGal spleen mod	8.3%	-6.9%	-11.8%	5.1%	-7.3%	-15.2%	-1.1%	9.2%
NPSR antagonist	20.6%	14.1%	-13.9%[46.1 µM]	-0.9%[46.1 µM]	4.3%	-22.9%[46.1 µM]	5.5%	-54.7%
Tau fluor cs	-10.0%	-28.7%	-3.3%	-20.7%	-14.7%	-16.9%	-0.8%	-4.5%

17) CCCCc1nnc(NC(=O)CS(=O)(=O)Cc2ccccc2)s1
18) Cc1c(C(=O)Nc2ccccn2)oc2ccccc12
19) Cc1ccc(CNC(=O)COC(=O)[C@@H]2CC(O)CN2S(=O)(=O)c2ccc3c(c2)OCCO3)cc1 (stereo partly specified)
20) CC1(C)CC(=O)C(C(=S)Nc2ccccc2)=C(NCCN2CCOCC2)C1
21) O=C(CSc1nc2ccccc2c(=O)n1-c1ccccc1)N1CCC1
22) CCOC(=O)c1cnc2cc(-c3ccc(C(C)(C)C)cc3)nn2c1N
23) CCOC(=O)C1CCCN(c2c(N3CCN(c4cccc(Cl)c4)CC3)c(=O)c2=O)C1 (stereo unspecified)
24) Cc1ccc(C(=O)OCC(=O)Nc2ccc3[nH]c(=O)[nH]c3c2)cc1[N+](=O)[O-]
screen / no.	17	18	19	20	21	22	23	24
GAA glycogen	-10.1%	-2.3%	-3.3%	-0.5%	1.3%	2.7%	-0.6%	-0.9%
GAA spleen mod	-3.1%	3.5%	6.6%	-5.7%	-1.5%	-2.8%	5.0%	-4.3%
Epigenetic derep	-0.4%	-2.0%	-0.9%	0.0%	-3.4%	-0.3%	-0.1%	0.0%
ALDH1A1 inh	6.0%	3.0%	5.5%	7.2%	?	-3.1%	5.5%	.
GAA inh	-1.9%	-7.5%	-6.2%	0.1%	-2.7%	?	.	.
aGal spleen mod	-2.6%	11.4%	8.5%	3.4%	6.6%	-2.7%	11.1%	9.2%
NPSR antagonist	-18.8%[46.1 µM]	1.8%[46.1 µM]	5.6%	-10.8%[46.1 µM]	9.4%	-19.6%[46.1 µM]	25.9%	15.7%
Tau fluor cs	-13.5%	-8.8%	2.3%	-4.8%	5.6%	-5.5%	0.7%	?

25) Cc1cc(N2CCCC2)nc2ccc(NC(=S)NC(C)C)cc12
26) CCOC(=O)c1c(C)[nH]c(C2=NNC(=NC3CC3)SC2)c1C
27) O=[N+]([O-])c1ccc(NCCCO)c(S(=O)(=O)N2CCOCC2)c1
28) O=c1[nH]cc(COCC(F)CCl)c(=O)[nH]1 (stereo unspecified)
29) CCC(c1nnnn1CCc1ccccc1)N1CCN(C(=O)c2ccco2)CC1 (stereo unspecified)
30) OC(COCc1ccc2c(c1)OCO2)CN1CCCCC1 (stereo unspecified)
31) CC(=O)Nc1ccc(NC(=O)CN(c2cc(Cl)ccc2Cl)S(C)(=O)=O)cc1
32) Cc1ccnc(NC(=O)c2cc(-n3cnnc3)ccc2Cl)c1
screen / no.	25	26	27	28	29	30	31	32
GAA glycogen	-15.1%	-0.9%	12.2%	-5.6%	-4.2%	-16.4%	-12.4%	-1.8%
GAA spleen mod	4.1%	0.9%	-6.7%	2.4%	-17.0%	-1.1%	-7.2%	-6.0%
Epigenetic derep	-0.3%	7.7%	-1.2%	-3.4%	0.0%	-6.1%	-0.1%	-0.8%
ALDH1A1 inh	-11.2%	17.8µM*	?	.	?	-1.0%	5.0%	-1.1%
GAA inh	?	-7.0%	-6.8%	.	-3.3%	-7.9%	0.8%	-3.1%
aGal spleen mod	14.0%	-2.1%	-6.5%	-4.9%	11.9%	-1.9%	-4.5%	-8.7%
NPSR antagonist	-23.7%	22.1%	11.6%	6.5%	-6.6%[46.1 µM]	22.1%	11.0%	-6.8%[46.1 µM]
Tau fluor cs	-11.8%	?	-3.5%	8.9%	3.4%	-1.4%	1.9%	0.1%

33) O=C(COC(=O)/C=C/c1ccccc1[N+](=O)[O-])NCC(F)(F)F
34) O=C(NCC(=O)N1CC(O)CC1C(=O)N1CC(O)CC1C(=O)OCc1ccccc1)OCc1ccccc1 (stereo unspecified)
35) Cc1ccc(C2Nc3ccccc3C(=O)N2CCCN2CCOCC2)cc1 (stereo unspecified)
36) COc1ccc(CNC(=O)C2CSCCS2)cc1 (stereo unspecified)
37) CCc1ccc(NC(=O)c2n[nH]c(=O)c3ccccc23)cc1
38) CCNC(=O)CN(Cc1ccccc1)S(=O)(=O)c1ccccc1
39) Cc1nnc(Sc2nc3c(c(=O)[nH]c(=O)n3C)n2CCCc2ccccc2)s1
40) COc1cccc(N(C(=O)c2ccco2)C(C(=O)NC2CCCC2)c2cccnc2)c1 (stereo unspecified)
screen / no.	33	34	35	36	37	38	39	40
GAA glycogen	4.0%	11.0%	-18.0%	8.2%	8.0%	-4.0%	-14.7%	?
GAA spleen mod	2.1%	6.3%	6.9%	-2.3%	2.3%	-10.2%	5.9%	-9.5%
Epigenetic derep	-0.1%	-5.4%	-1.1%	-0.9%	4.5%	4.0%	-3.6%	1.5%
ALDH1A1 inh	4.5%	1.0%	.	?	3.6%	-11.6%	0.4%	4.4%
GAA inh	2.4%	-8.0%	.	-1.2%	2.8%[15.4 µM]	-0.5%	-5.8%	-0.5%
aGal spleen mod	-1.6%	-3.8%	16.0%	2.4%	0.8%	2.0%	0.8%	12.5%
NPSR antagonist	0.9%	-5.5%	-4.3%	0.7%[46.1 µM]	-11.9%	-9.8%[46.1 µM]	-14.5%[46.1 µM]	-6.5%[46.1 µM]
Tau fluor cs	-4.9%	-1.0%	-1.6%	-13.3%	-6.9%	-5.9%	-8.1%	2.4%

Next section; it opens with the 2 that closed the last part.
39) Cc1nnc(Sc2nc3c(c(=O)[nH]c(=O)n3C)n2CCCc2ccccc2)s1
40) COc1cccc(N(C(=O)c2ccco2)C(C(=O)NC2CCCC2)c2cccnc2)c1 (stereo unspecified)
41) Cc1ccc(C)c(N2CCN(C(=O)c3cccn4c(=O)c5sccc5nc34)CC2)c1
42) CCN1C/C(=C/c2ccc(OC)c(O)c2)C(=O)/C(=C/c2ccc(OC)c(O)c2)C1
43) COc1ccc(C2C(C(=O)c3ccccc3)N3c4ccccc4C=CC3C2[N+](=O)[O-])cc1 (stereo unspecified)
44) COc1cccc(/C=N/n2c(-c3ccco3)nc3ccccc3c2=O)c1
screen / no.	39	40	41	42	43	44
GAA glycogen	-14.7%	?	-8.5%	?	-1.3%	-4.1%
GAA spleen mod	5.9%	-9.5%	-1.9%	-13.9%	-0.6%	0.6%
Epigenetic derep	-3.6%	1.5%	-0.5%	?	15.3%	2.1%
ALDH1A1 inh	0.4%	4.4%	-6.3%	1.1%	25.1µM*	?
GAA inh	-5.8%	-0.5%	3.2%	-5.7%	-10.0%	-0.4%
aGal spleen mod	0.8%	12.5%	-5.3%	1.1%	1.5%	3.0%
NPSR antagonist	-14.5%[46.1 µM]	-6.5%[46.1 µM]	-31.3%	-55.9%	?	-10.0%
Tau fluor cs	-8.1%	2.4%	-2.1%	-27.6%	-29.5%	-19.2%
